# AMA1 RON2 block: inhibitors of Plasmodium falciparum AMA1-RON2 interaction; AlphaScreen AMA1-biotinylated RON2 peptide binding; Potency, µM (highest dose often 58.2 µM), inactives show at the top dose activity change, negative = inhibition, actives largely listed as inhibitors; 360,000 tested, 0.2% active; AID 720542;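 also: potency is read from the fitted curve at half-maximal effect; 0% = vehicle wells and -100% = peptide control; nearly all actives have a fitted effect of over 45% in size; some results filed as inactive show a strong effect at the top dose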
#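 AMA1 (3D7) with his tag at 25 nM final met compounds first, then biotinylated RON2 peptide at 25 nM; detection used donor plus acceptor beads, 10 µg/mL apiece, read by AlphaScreen after 30 min at room temperature.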
# AmpC detergent: blocks E. coli AmpC beta-lactamase in detergent assay; Potency, µM (doses to about 114 µM), without a hit: at the top dose activity change, negative = inhibition, usual class: inhibitors; P00811; AID 485294; AmpC hydrolysis of nitrocefin, absorbance 480 nm, 0.01% Triton; 370,000 tested, 0.041% active;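 also: potency is read from the fitted curve at half-maximal effect; 0% = no-compound wells and -100% = no-enzyme wells; nearly all actives have a fitted effect of over 25% in size; some results filed as inactive show a strong effect at the top dose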
# Target sequence (P00811 whole entry, looked up): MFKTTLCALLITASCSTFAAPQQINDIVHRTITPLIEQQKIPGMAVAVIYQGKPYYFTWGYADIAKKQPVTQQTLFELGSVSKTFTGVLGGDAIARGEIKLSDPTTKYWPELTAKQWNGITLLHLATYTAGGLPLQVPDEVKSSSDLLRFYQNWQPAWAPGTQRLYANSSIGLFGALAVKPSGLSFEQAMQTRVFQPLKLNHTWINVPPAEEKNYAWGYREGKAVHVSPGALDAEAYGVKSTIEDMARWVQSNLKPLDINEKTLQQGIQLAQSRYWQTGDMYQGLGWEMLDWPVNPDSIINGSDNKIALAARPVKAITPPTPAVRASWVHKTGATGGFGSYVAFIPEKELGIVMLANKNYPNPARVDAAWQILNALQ
#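 20 mM phosphate pH 7.0 + 0.01% (detergent screen) or 0.0001% Triton X-100; 5.3 nM AmpC reagent; cpd preinc 15 min RT; nitrocefin (800 uM stock) to start; A480 q20 s × 4 min; Activity was normalised to no-enzyme and no-compound control wells.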
# HCV inh: HCV inhibition | Huh7.5.1 HCVcc-Cre infection, luciferase reporter, 44 h | Potency, µM (top dose mostly 41.8 µM), without a hit: at the highest dose activity change, negative = inhibition, hits mostly inhibitors | 340,000 tested, 3.4% active; also: potency is read from the fitted curve at half-maximal effect
#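 A cell-based infection assay in which seeded cells (1,000 per well) receive test compound after 4 h, are inoculated with HCVcc-Cre at approximately 0.5 moi, and are incubated 44 h before luminescence detection.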
# LmPK inh: LmPK (Leishmania mexicana) enzyme inhibition. 290,000 tested, 0.37% active. Potency, µM (top dose mostly 57.5 µM), for inactives: top-dose activity change, negative = inhibition, hits mostly inhibitors. Q27686. purified LmPK, Kinase-Glo ATP luminescence, 1 h; also: potency is read from the fitted curve at half-maximal effect
# Target sequence (Q27686 whole entry, looked up): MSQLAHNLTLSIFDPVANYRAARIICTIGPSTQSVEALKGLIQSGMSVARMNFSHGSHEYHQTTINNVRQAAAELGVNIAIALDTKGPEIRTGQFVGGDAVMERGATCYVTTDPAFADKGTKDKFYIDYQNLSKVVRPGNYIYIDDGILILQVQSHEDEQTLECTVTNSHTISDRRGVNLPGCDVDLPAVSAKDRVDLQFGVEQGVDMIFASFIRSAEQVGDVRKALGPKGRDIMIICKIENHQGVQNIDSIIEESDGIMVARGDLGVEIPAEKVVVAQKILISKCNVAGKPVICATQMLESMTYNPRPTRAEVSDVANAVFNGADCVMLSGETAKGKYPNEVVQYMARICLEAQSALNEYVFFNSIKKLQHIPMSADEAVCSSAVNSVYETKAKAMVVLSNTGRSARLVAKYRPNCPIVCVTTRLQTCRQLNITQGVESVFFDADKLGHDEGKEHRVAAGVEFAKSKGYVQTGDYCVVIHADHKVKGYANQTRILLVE
#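 qHTS format; LmPK 0.1 nM; substrates PEP 0.5 mM and ADP 0.1 mM. One-hour room-temperature incubation, then coupled luciferase luminescence; 0.5 nM enzyme wells mark activation.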
# AmpC no deterg: AmpC beta-lactamase inhibition without detergent; 330,000 tested, 0.52% active; P00811; Potency, µM (titrated, usually from 57.1 µM), for inactives: top-dose activity change, negative = inhibition, actives largely listed as inhibitors; AmpC nitrocefin hydrolysis, absorbance 480 nm, 0.0001% Triton;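 also: potency is read from the fitted curve at half-maximal effect; plate controls were no compound for no effect and no enzyme for full effect; nearly all actives have a fitted effect of over 20% in size; some results filed as inactive show a strong effect at the top dose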
#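 AmpC (5.3 nM in the dispensed reagent) in 20 mM phosphate pH 7.0 with 0.01% (detergent screen) or 0.0001% Triton X-100 was preincubated with compounds for 15 min at room temperature. Nitrocefin was then added from an 800 uM solution, and hydrolysis was followed at 480 nm.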
# HCMV inh: inhibitors of human cytomegalovirus; HFF cells, HCMV-luciferase reporter, 72 h; hits give low values; 410,000 tested, 4.5% active; activity change, negative = inhibition, % at 57.5 µM; in the data active = activity change below about -60%; inconclusive = no clear call, values can overlap the other calls; inactive = above about -39%
#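 Two-dose cell screen: HFF monolayers treated with compounds and infected with luciferase-expressing HCMV at 1 PFU/cell, 72 h at 37C, then lysed for luciferase measurement.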
# Tb PYK inh: inhibitors of Trypanosoma brucei pyruvate kinase; TbPYK enzyme, Kinase-Glo Plus ATP luminescence, 45 min; Q57TT1; Potency, µM (series often up to 76.8 µM), for inactives: at the highest dose activity, negative = inhibition, actives largely listed as inhibitors; 410,000 tested, 0.12% active; also: potency is read from the fitted curve at half-maximal effect; nearly all actives have a fitted effect of over 50% in size
#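 Assay buffer: 50 mM TEA pH 7.2, 100 mM KCl, 10 mM MgCl2, 0.05% BSA, 0.01% Tween-20. Pyruvate kinase from T. brucei plus substrate met compound, then ADP (130 uM final). Luminescence was read post 45 min RT.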
# * hit, by the source's call; ? = inconclusive; . = no result given; & = joins results of further samples; [ ] = dose if it differs, or a comment. Unless noted, calls follow the shape of the dose curve; as a rule, active = well fitted curve in the direction sought with a large enough effect; inconclusive = small, poorly fitted or top-dose-only effect, or another doubt; inactive = no such curve, though single readings can be large; an effect the other way counts as inactive or inconclusive. Unless noted, % is scaled to controls: 0 for no effect and ±100 for the full control effect.
# Below each compound – AMA1 RON2 block | AmpC detergent | HCV inh | LmPK inh | AmpC no deterg | HCMV inh | Tb PYK inh
- O=C(CSCc1cccc(Br)c1)N=Nc1c(O)[nH]c2ccccc12
    3% | ? | ? | 1% | -12% | 1 | -1%
- COc1ccc(/C=C/C(=O)C2CC2)cc1Cn1nc(C)c([N+](=O)[O-])c1C
    -8% | 10% | ? | 6% | 11% | ? | -2%
- Cn1c(CNC(=O)c2cccs2)nnc1SCC(=O)Nc1ccccc1
    7% | -9% | 28% | 0% | -20% | 20 | 1%
- Cc1oc(-c2ccc(Cl)cc2)nc1CN1CCCN(C(=O)c2ccco2)CC1
    8% | -8% | ? | -2% | 82%[activator] | -18 | 6%
- Cc1ccc(Cn2ccc(NC(=O)c3nn(C)cc3[N+](=O)[O-])n2)cc1
    11% | -7% | ? | -3% | 1% | -77* | 23%
- CC(=O)Nc1ccc(C(=O)NNC(=O)c2ccccc2-n2cccc2)cc1
    44%[activator] | -4% | 7% | . | -15% | 22 | 4%
- O=C(/C=C/c1ccc(Cl)c([N+](=O)[O-])c1)Nc1cccnc1
    -15% | 0% | 10% | -4% | -20% | -4 | 3%
- Cc1ccc(Nc2nc(N)nc(CSc3nccn3C)n2)cc1
    -19% | 3% | 4% | -4% | -11% | 97 | 5%
- CCc1nn(CC(=O)N2CCN(C)CC2)c(=O)c2cccn12
    -3% | -12% | 20% | -3% | -11% | 35 | 4%
- COc1cc(/C=N/NC(=O)C(N)=O)ccc1OCC(=O)N1C(C)CCCC1C (stereo not drawn)
    -22% | 4% | 22% | 3% | 17% | -37 | 3%
- N#CC1=C(N)N=C(SCc2cccc3ccccc23)C(C(N)=O)C12CCCCC2 (stereo not drawn)
    -5% | ? | 14% | 9% | -31% | -29 | -2%
- CC1CN(CCOc2ccccc2[N+](=O)[O-])CC(C)O1 (stereo not drawn)
    ? | 3% | ? | 0% | -17% | -22 | 27%
- CC(=O)Nc1sc2c(c1C#N)CCCCC2
    14% | -8% | ? | -3% | -2% | 53 | -22%
- CSc1nc(Cc2ccc(Cl)cc2)nc2ccccc12
    35%[activator] | -9% | -9% | 2% | -19% | -16 | -2%
- COc1ccc(CNC(=O)CCCn2nc(C)n3c(cc4sccc43)c2=O)cc1
    2% | -1%&7% | -10% | -13% | -5% | -40&-3 | -1%&1%
- CN(C)c1ccc(/C=C(/NC(=O)c2ccccc2)C(=O)NCCN2CCOCC2)cc1
    -4% | -2% | 13% | 3% | 4% | 10 | -4%
- Clc1c(CSc2nc3ccccc3o2)nc2sccn12
    -8% | 0% | ? | -2% | -3% | 33 | -2%
- Cc1ccc(OCCNC(=O)/C=C/c2ccc([N+](=O)[O-])cc2)cc1C
    -4% | ? | -1% | 0% | -31% | 30 | -1%
- NC(=O)CCC(NC(=S)Nc1ccccc1)C(=O)O (stereo not drawn)
    44%[activator] | 5% | -4% | -6% | -13% | -31 | 28%
- COc1ccccc1/C=C/C(=O)OCCCN(C)C
    2% | -9% | 5% | 3% | 20%[2.29 µM] | ? | -1%
- Cc1nc(NC(=O)COc2ccccc2)sc1C(=O)Nc1cccc(Cl)c1
    15% | -2% | -2% | -5% | -42% | 116 | -3%
- O=C(Nc1ccc2nc3n(c(=O)c2c1)CCCCC3)C(=O)Nc1ccccc1F
    . | -6% | . | . | . | 19 | -3%
- Cc1cccc(CCNC(=O)CCc2nnc(CCc3ccccc3)o2)n1
    11% | 1% | 9% | -2% | 7% | 22 | 7%
- CCCNC(=O)c1ccc(COc2ccc(Cl)cc2)o1
    0% | -5% | -17% | -7% | 12% | -7 | 1%
- Cc1ccccc1OCC(=O)Nc1nnc(COc2ccccc2)s1
    0% | . | -16% | . | . | -79* | -8%
- COc1ccccc1Nc1nc(C)cs1
    29%&-23% | -12%&-8% | 4%&13% | 0%&-13% | -7%&-11% | 11&114 | -13%&-13%
- O=C(CN1C(=O)NC(c2ccccc2)(c2ccccc2)C1=O)NCc1ccc(F)cc1
    8% | . | -21% | . | -11% | -18 | 1%
- COc1ccc(Cc2cnc(N)s2)cc1
    14% | -4% | -1% | 4% | -12% | 8 | 2%
- COc1cc(/C=N/NC(N)=O)cc(Br)c1OCc1ccc(C)cc1
    -11% | 0% | 5% | -3% | -26% | -3 | -3%
- Cc1ccc(/C=N/NC(=O)Cc2ccc(O)cc2)s1
    -1% | -10% | 9% | 0% | -20% | 22 | 0%
- COc1cccc(C(=O)NC(=S)Nc2nnn(C)n2)c1
    25% | -4% | 9% | -6% | -36% | -23 | -15%
- c1ccc(-c2cnnn2-c2ccccc2)cc1
    0% | -14% | -2% | -3% | -19% | 14 | -1%
- COC(=O)CSCC(=O)Nc1cc2c(cc1C(C)=O)OCO2
    -4% | 3% | 14% | 1% | 2% | -30 | -16%
- Cc1ccc(S(=O)(=O)N2[C@@H](c3ccccc3)C(C(=O)O)=CC[C@H]2c2cccc(C)c2)cc1
    -5% | 2% | 6% | . | -17% | -27 | -5%
- CC(C)N(Cc1nc(-c2ccccc2)no1)C(=O)c1ccc(Cl)cc1
    6% | -17% | ? | 3% | 4% | -89* | -5%
- CCC(C)NC(=O)Cn1c(=O)n(Cc2ccc(C(=O)NCCCOC)cc2)c(=O)c2ccccc21 (stereo not drawn)
    . | -6% | . | . | . | 1 | 2%
- O=C(Nc1ccccc1)Nc1ccc(Cl)c(S(=O)(=O)N2CCOCC2)c1
    7% | 0% | ? | 4% | -49% | -62* | 4%
- NS(=O)(=O)c1ccc(CCNC(=O)CNC(=O)c2ccc(Br)o2)cc1
    3% | 4% | -2% | . | -4% | . | 0%
- O=C(CN(Cc1ccccc1)S(=O)(=O)c1ccc(F)cc1)NCc1cccnc1
    9% | -5% | . | 2% | 22% | -8 | 1%
- Cc1cc(C)nc(SCc2csc(N)n2)n1
    11% | 2% | -14% | -1% | -22% | 26 | -24%
- Cc1cc(C)c(S(=O)(=O)NCc2ccccn2)c(C)c1
    56%[activator] | -11% | 20% | 2% | -10% | -3 | 1%
- Cc1ccc2c(c1)C(=C(C#N)C#N)CCN2
    -8% | . | ? | . | . | ? | 1%
- C=CC[C@H](CC(=O)OC(C)(C)C)C(=O)OC[C@H]1CCCN1C(=O)[C@H](CC=C)CC(=O)NCCO
    -3% | . | 19% | . | 166%[activator] | 13 | -2%
- Cc1cc(C)cc(OCC(O)CN2CCN(Cc3ccc4c(c3)OCO4)CC2)c1 (stereo not drawn)
    -12% | -7% | ? | -2% | 52% | ? | 11%
- COc1ccc(CCNC(=O)c2c(C)oc3nc(C)nc(N4CCOCC4)c23)cc1OC
    . | -1% | . | . | . | 12 | 8%

# Entries of single compounds from above. Values in the order: AMA1 RON2 block	AmpC detergent	HCV inh	LmPK inh	AmpC no deterg	HCMV inh	Tb PYK inh
# O=C(Nc1ccccc1)Nc1ccc(Cl)c(S(=O)(=O)N2CCOCC2)c1 is listed as 7%	0%	?	4%	-49%	-62*	4%
# COc1ccc(CCNC(=O)c2c(C)oc3nc(C)nc(N4CCOCC4)c23)cc1OC is listed as .	-1%	.	.	.	12	8%
# NS(=O)(=O)c1ccc(CCNC(=O)CNC(=O)c2ccc(Br)o2)cc1 is listed as 3%	4%	-2%	.	-4%	.	0%

# New compounds follow
# Below each compound – AMA1 RON2 block | AmpC detergent | HCV inh | LmPK inh | AmpC no deterg | HCMV inh | Tb PYK inh
- COc1ccc(S(=O)(=O)NC2CCc3ccccc32)cc1OC (stereo not drawn)
    -2% | 1% | 12% | -2% | -17% | ? | 2%
- O=C(CN1C(=O)CCc2cc(S(=O)(=O)N3CCOCC3)ccc21)NCc1ccccc1Cl
    . | -6% | . | . | . | 32 | -4%
- Cn1c(=O)oc2cc(S(=O)(=O)NCCC(=O)N3CCN(c4ccccc4)CC3)ccc21
    0% | 1% | 4% | 3% | 23% | -8 | -1%
- COc1ccc(C(NC(=O)c2cccnc2)c2cc(Cl)c3cccnc3c2O)cc1OC (stereo not drawn)
    34%[activator] | -2% | 8.9µM* | -3% | 44% | -97* | -10%
- COc1cccc2c1nc(C)c1cc(C)oc12
    0% | ? | 5.6µM* | 4% | -2% | 34 | 4%
- CCN(C(=O)COC(=O)c1cc(-c2ccc(C)o2)nc2ccccc12)C1CCS(=O)(=O)C1 (stereo not drawn)
    9% | -3% | -28% | -21% | 147%[activator] | -5 | -17%
- CCC1=NN2C(=N)/C(=C\c3ccc(OCCOc4ccc(NC(C)=O)cc4)cc3)C(=O)N=C2S1
    9% | 2% | -11% | 2% | 0% | -15 | -12%
- O=C(O)c1ccccc1C(=O)N1CCN(c2ccccc2)CC1
    -2% | -17% | 5% | 6% | -4% | -4 | 3%
- COc1cc([N+](=O)[O-])ccc1NC(=O)CSc1n[nH]c(C(C)C)n1
    3% | ? | 1% | 2% | -17%[11.4 µM] | 2 | 0%
- COc1ccc(C(=O)Nc2oc(-c3ccccc3)c(-c3ccccc3)c2C#N)cc1
    0% | -6% | 10µM* | 4% | 8.9µM* | ? | 5%
- Oc1ccc(-c2c(-c3ccsc3)sc3ccccc23)cc1
    -6% | ? | ? | 5% | 3% | -2 | -3%
- CN(Cc1ccco1)c1ncnc2ccc(-c3ccc4c(ccn4C)c3)cc12
    . | -5%&4% | . | . | -26%&-14% | -99* | 3%
- CCCOP(=O)(c1ccc(N(C)C)cc1)C(O)c1ccc(N(C)C)cc1 (stereo not drawn)
    10% | -2% | 16% | 0% | 26% | 30 | 1%
- O=C(C1CC(=O)N(c2ccccc2)C1)N1CCC(c2nc3ccccc3[nH]2)CC1 (stereo not drawn)
    -16% | -17% | -9% | . | -27% | -15 | -2%
- Cc1ccc(S(=O)(=O)Cn2nnnc2C(C)N2CCN(C(=O)c3ccco3)CC2)cc1 (stereo not drawn)
    1% | -13% | 17% | -3% | 54% | -37 | 1%
- CCCCCOC(=O)Nc1nnc(CCCCC)s1
    19% | 2% | 17% | 1% | -30% | 17 | 3%
- Cc1[nH]c(=O)[nH]c(=O)c1CSCC(=O)OCC(=O)Nc1ccccn1
    9% | -7% | -2% | 1% | -7% | 16 | -7%
- O=C(Cc1ccccc1)NC(=S)Nc1ccc2oc(-c3ccccc3F)nc2c1
    0% | 2% | 7% | 1% | -29% | 60 | -7%
- COCc1nnc(NC(=O)CC(C)C)s1
    18% | ? | 13% | 0% | -15% | -39 | -16%
- COc1ccc2[nH]c(C(=O)N3CCN(Cc4ccccc4)CC3)cc2c1OC
    -6% | -2% | ? | 1% | 32% | 61 | 0%
- NC(=O)C(CC(=O)O)NC(=O)[C@@H]1CCOc2c(I)cc([N+](=O)[O-])cc2C(=O)N[C@@H](CO)C(=O)N[C@@H](Cc2ccc(O)cc2)C(=O)N1 (stereo partly drawn)
    26% | -5% | ? | 2% | 168%[activator] | . | -9%

# Screens from PubChem BioAssay.
